Bioassay records: PubChem, National Center for Advancing Translational Sciences (NCATS)
Mm-Cpn inhibitor: blocks the Methanococcus maripaludis chaperonin Mm-Cpn; purified Mm-Cpn ATPase, ADP Transcreener TR-FRET; Potency, µM (highest dose often 76.9 µM), without a hit: at the top dose activity, negative = inhibition, hits mostly inhibitors; 330,000 compounds, 0.031% hits; also: potency is read from the fitted curve at half-maximal effect; % is scaled to controls: 0 for no effect and ±100 for the full control effect; nearly all actives have a fitted effect of over 80% in size
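Compound-treated chaperonin, 25 nM final, turns over 10 uM ATP at 37°C for 30 min following a 10 min preincubation; ADP generated competes with ADP-d2 for Eu-cryptate antibody, lowering FRET.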
EPAC2 ag: EPAC2 (human) agonism; 360,000 compounds, 0.079% hits; EPAC2 activation, biochemical qHTS; response scale: 100% = 6.5 mM cAMP response; AID 720711; Potency, µM (series often up to 154 µM), without a hit: top-dose activation, hits mostly activators; also: potency is read from the fitted curve at half-maximal effect; nearly all actives have a fitted effect of over 50% in size
Target sequence (Q8WZA2 whole entry, looked up): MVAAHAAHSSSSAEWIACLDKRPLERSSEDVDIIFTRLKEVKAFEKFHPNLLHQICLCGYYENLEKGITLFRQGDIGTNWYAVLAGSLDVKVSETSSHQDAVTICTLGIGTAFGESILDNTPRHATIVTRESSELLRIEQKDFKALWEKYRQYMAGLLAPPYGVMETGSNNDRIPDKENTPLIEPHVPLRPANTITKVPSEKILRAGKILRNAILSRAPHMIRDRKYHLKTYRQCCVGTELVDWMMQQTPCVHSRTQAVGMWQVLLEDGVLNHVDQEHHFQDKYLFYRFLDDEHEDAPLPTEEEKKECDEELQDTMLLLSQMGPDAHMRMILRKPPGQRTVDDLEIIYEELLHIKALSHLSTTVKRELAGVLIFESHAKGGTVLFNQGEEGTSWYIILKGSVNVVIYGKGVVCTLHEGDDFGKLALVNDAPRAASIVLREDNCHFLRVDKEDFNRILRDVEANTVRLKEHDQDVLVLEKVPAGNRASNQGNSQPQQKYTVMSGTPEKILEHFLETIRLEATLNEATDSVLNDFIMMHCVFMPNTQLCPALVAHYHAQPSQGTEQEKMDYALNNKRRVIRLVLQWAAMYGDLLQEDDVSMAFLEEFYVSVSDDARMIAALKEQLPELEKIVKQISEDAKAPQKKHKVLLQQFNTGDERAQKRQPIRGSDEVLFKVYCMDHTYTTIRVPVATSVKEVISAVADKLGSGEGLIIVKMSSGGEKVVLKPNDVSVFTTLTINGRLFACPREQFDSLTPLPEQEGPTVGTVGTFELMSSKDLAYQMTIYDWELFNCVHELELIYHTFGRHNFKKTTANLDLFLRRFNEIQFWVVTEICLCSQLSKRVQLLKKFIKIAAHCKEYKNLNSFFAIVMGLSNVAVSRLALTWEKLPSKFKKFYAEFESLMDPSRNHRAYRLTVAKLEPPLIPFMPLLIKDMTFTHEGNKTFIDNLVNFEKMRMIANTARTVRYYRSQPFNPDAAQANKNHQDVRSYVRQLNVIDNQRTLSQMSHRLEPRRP
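In this primary screen, activation is scored as increased exchange of BODIPY-GDP from Rap1B by 100 nM EPAC2, with 50 uM GDP as competitor. Signal is normalized to the 6.5 mM cAMP agonist control.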
CCT modulator: cytosolic chaperonin activity modulation; purified chaperonin ATPase assay, HTRF ADP detection, 30 min; activity change, % (test concentration not listed), hits read low; 360,000 compounds, 0.3% hits; in the data active = activity change below about -30%; also: % is scaled to controls: 0 for no effect and ±100 for the full control effect
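TRiC at 40 or 20 nM final (batch-dependent) in 30 mM Tris pH 7.4, 100 mM KCl, 5 mM MgCl2, 1 mM DTT, with compound at single 76 uM and 10 uM ATP, 30 min at 37 deg C. ADP detected by HTRF Transcreener, 665/615 ratio.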
Akt phos inh: Akt phosphorylation inhibition; activity change, % for hits at 50 µM; Neuro2A IGF-stimulated pAkt S473 HTRF, 20 min; active compounds read low; 360,000 compounds, 0.32% hits; in the data active = activity change below about -80%; inconclusive = mostly about -51% to -80%; also: % is scaled to controls: 0 for no effect and ±100 for the full control effect
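Neuro2A cells (4,500/well, DMEM with 0.5% FBS) were treated with compound at a single 50 µM final concentration, stimulated with 6 nM IGF for 20 min at 37 °C, and lysed. Phospho-Akt Ser473 was read by HTRF as 665/615 ratio ×10^4.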
DRD3 antagonist: D3 dopamine receptor (human) antagonism. 360,000 compounds, 2.5% hits. AID 652054. D3R cells, DiscoveRx beta-arrestin luminescence, antagonist mode; active compounds read low. max response, negative = inhibition, %. P35462; in the data active = max response below about -50%; inconclusive = no clear call, values can overlap the other calls; also: % is scaled to controls: 0 for no effect and ±100 for the full control effect; mostly tested at two doses, the higher about 12 µM
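Cells plated overnight at 1500 cells/well, then exposed to library compounds with dopamine controls for 90 minutes at 37 degrees C. DiscoveRx reagent added for 30–60 minutes at room temperature; luminescence read, quantitative HTS format.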
DRD3 agonist: activates the human D3 dopamine receptor; 410,000 compounds, 0.58% hits; AID 652048; max activation, %; P35462; D3R DiscoveRx beta-arrestin cells, luminescence, 90 min; in the data active = max activation above about 30%; also: 0% is about no effect; mostly tested at two doses, the higher about 12 µM
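Cells at 1500/well, incubated overnight, then treated with pinned compounds (dopamine as control) for 90 min at 37 degrees C. DiscoveRx reagent added for 30 - 60 minutes at room temperature; luminescence read.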
EPAC2 antag: antagonists of human EPAC2 | EPAC2 GEF exchange of Rap1B-BODIPY-GDP, fluorescence | 360,000 compounds, 0.18% hits | Potency, µM (series often up to 114 µM), for inactives: top-dose activity, negative = inhibition, hits mostly inhibitors; also: potency is read from the fitted curve at half-maximal effect; % is scaled to controls: 0 for no effect and ±100 for the full control effect; nearly all actives have a fitted effect of over 45% in size; many of its hits are not listed in these tables
PTHR1 ag: activates the human parathyroid hormone receptor PTHR1; HEK293 GP2 PTHR1 cells, GloSensor cAMP luminescence, 1 h; Q03431; Potency, µM (highest dose often 115 µM), for inactives: top-dose activation, actives largely listed as activators; 410,000 compounds, 0.075% hits; also: potency is read from the fitted curve at half-maximal effect; nearly all actives have a fitted effect of over 55% in size; some results filed as inactive show a strong effect at the top dose; inactives centre near -15; many of its hits are not listed in these tables
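HEK-293-derived GP2 cells expressing PTHR1 and a GloSensor cAMP reporter, 3,000/well, plated overnight, given luciferin plus IBMX (each 0.5 mM as added) for 1 h at 37 °C, then compound for 1 h at 37 °C. Luminescence was read after 15 min at room temperature.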
The depositor's hits bear a star; i = inactive; ? = inconclusive; . = no result given; & = joins results of further samples; [ ] = remark or other dose. Unless noted, calls follow the shape of the dose curve; as a rule, active = well fitted curve in the direction sought with a large enough effect; inconclusive = small, poorly fitted or top-dose-only effect, or another doubt; inactive = no such curve, though single readings can be large; an effect the other way counts as inactive or inconclusive. A portion of the library (hit frequency here may not be typical).

Structure	Mm-Cpn inhibitor	EPAC2 ag	CCT modulator	Akt phos inh	DRD3 antagonist	DRD3 agonist	EPAC2 antag	PTHR1 ag
CC1CN(c2ccc([N+](=O)[O-])c3cccnc23)CC(C)N1 (configuration not stated)	0%	4%	-0.2	i	-21	-4	12%	i
Cc1ccc(OC(=O)N(C)C[C@@H]2OCc3cnnn3CCCC(=O)N([C@H](C)CO)C[C@H]2C)cc1	.	-3%	-0.7	i	18	5	-5%	-19%
CCNC(=O)NNC(=O)C1CC(c2cccnc2)=NO1 (configuration not stated)	0%	6%	1.5	i	9	15	19%	i
COc1ccc(NC(=O)CN2CC=C(c3ccccc3)CC2)cc1S(=O)(=O)N1CCOCC1	-4%	9%	-2.9	i	?	1	-12%	-2%
O=C(COC(=O)Cc1ccccc1)Nc1ccc(Cl)cn1	?	9%	0.1	i	-20	-4	-3%	i
CC(N)C(=O)NC1C2C(=C(O)CC(O)C2O)C(=O)OC1(C)C(Cl)Cl (configuration not stated)	.	12%	-4.3	i	-8	-11	-2%	i
Cc1ccc(N2C(=O)NC(=O)C(CCc3ccncc3)(Cc3cccc(Cl)c3Cl)C2=O)cc1 (configuration not stated)	1%	4%	-0.2	i	-10	1	-2%	-22%
CCCC1(CC(C)CC)C(=O)NC(=O)NC1=O (configuration not stated)	.	3%	-3.8	i	3	7	8%	i
O=[P+](Cc1ccccc1)Cc1ccccc1	0%	5%	0.0	i	20	2	0%	i
C=CC(=O)OCCO	.	0%	0.2	i	5	5	1%	i
CCCC(=O)Nc1ccc(N2CCN(CC)CC2)c(Cl)c1	0%	-6%	-0.6	i	2	-5	12%	i
CCN(CC(=O)Nc1ccc(C#N)c(Cl)c1)CC(=O)NC1CCS(=O)(=O)C1 (configuration not stated)	1%	-3%	1.0	i	-16	-4	-2%	i
O=c1[nH]c(=O)n(-c2cccc(F)c2)c(O)c1/C=C1\C=Nc2ccccc21	0%	-421%[inhibitor]	0.8	i	-3	3	?	-20%
Cc1nc2ccc(Cl)cn2c1P(=S)(N1CCOCC1)N1CCOCC1	1%	-84%[15.6 µM]	-4.1	.	28	-6	4%	-5%[57.5 µM]
C/C=C1/CN2[C@@H]3C4CO[C@@H]3c3c([nH]c5cc(OC)ccc35)[C@@H]2CC14 (some centres not stated)	.	2%	0.8	i	17	8	-4%	i
COc1ccccc1-n1c(O)c(C=NCCCn2ccnc2)c(=O)[nH]c1=O	-1%	-1%	-6.9	i	18	-3	3%	-7%[57.5 µM]
COc1ccc(OC)c(CC(=O)O)c1	-1%	4%	-1.8	.	4	7	-2%	i
COc1ccc(OC)c(NC(=O)Cn2c(=O)oc3ccccc32)c1	-2%	-14%	-1.3	i	0	-12	-13%	?
COc1ccccc1-n1c(O)c(/C=N/N2CCCCC2)c(=O)n(-c2ccccc2OC)c1=S	-3%	7%	-0.4	i	10	-5	-1%	i
N#CC(CCN1CCOCC1)(c1ccccc1)c1ccccc1	1%	8%	-0.8	.	11	1	-9%	i

Some of the entries so far, with two lines to a compound.
Screens in order – Mm-Cpn inhibitor, EPAC2 ag, CCT modulator, Akt phos inh, DRD3 antagonist, DRD3 agonist, EPAC2 antag, PTHR1 ag
- CCCC(=O)Nc1ccc(N2CCN(CC)CC2)c(Cl)c1
→ 0%, -6%, -0.6, i, 2, -5, 12%, i
- CCN(CC(=O)Nc1ccc(C#N)c(Cl)c1)CC(=O)NC1CCS(=O)(=O)C1 (configuration not stated)
→ 1%, -3%, 1.0, i, -16, -4, -2%, i
- O=c1[nH]c(=O)n(-c2cccc(F)c2)c(O)c1/C=C1\C=Nc2ccccc21
→ 0%, -421%[inhibitor], 0.8, i, -3, 3, ?, -20%
- Cc1nc2ccc(Cl)cn2c1P(=S)(N1CCOCC1)N1CCOCC1
→ 1%, -84%[15.6 µM], -4.1, ., 28, -6, 4%, -5%[57.5 µM]

The listing continues:
Structure	Mm-Cpn inhibitor	EPAC2 ag	CCT modulator	Akt phos inh	DRD3 antagonist	DRD3 agonist	EPAC2 antag	PTHR1 ag
CSC1=NP(=S)(SC)N(C)c2nc3n(c21)CCC3 (configuration not stated)	?	9%	-0.2	i	9	-1	15%	-15%
O=C1NC(=O)N(Cc2ccccc2Cl)C(=O)/C1=C/N1CCOCC1	-1%	6%	0.3	i	-12	1	5%	i
Cc1cc(OC(C)C(=O)NCc2cccnc2)c2c3c(c(=O)oc2c1)CCC3 (configuration not stated)	-13%	0%	0.5	i	14	8	1%	i
CN1C(=O)C(C2(C#N)CCCCC2)C(=O)N(C)C1=O	-3%	5%	0.4	i	?	2	12%	-31%[inhibitor][57.5 µM]
Cc1ccc2c(c1)C1CN(C)CCC1N2C(=S)Nc1cccnc1 (configuration not stated)	-7%	6%	-3.2	i	-6	0	0%	i
Nc1ccc(Cc2ccc(N)c(Cl)c2)cc1Cl	.	15%	-0.3	i	3	-27	-27%	i
C/C(=C/C=C/[C@@H](C)C(=O)O)[C@H]1CN[C@H](C(=O)O)[C@H]1CC(=O)O	0%	7%	-2.3	i	-8	-10	-4%	i
CCOC(=O)CNC(=O)N1Cc2cc(-c3ccc(OC)cc3)ccc2-n2nncc2C1	.	-5%	1.5	i	12	0	12%	-5%
COC(=O)C1=C(c2cccc(C#N)c2)C[C@@H]2CC[C@H]1N2C(=O)N1CCc2cc(OC)c(OC)cc2C1	?	11%	1.2	i	9	2	-15%	i
CCC1(c2cccc(O)c2)CCCCN(C)C1 (configuration not stated)	0%	0%	-0.6	i	-22	-20&8	13%	-10%
O=[N+]([O-])c1cc(F)c(N2CCCC2)cc1Br	4%	18%	-1.1	i	8	24	-1%	-22%
N[C@@H](Cc1c[nH]c2ccccc12)c1nnc(SCc2c(F)cccc2Cl)o1	1%	16%	-1.1	i	-9	0	-7%	?
CC[N+](CC)(CC)CC	1%	10%	-1.0	i	-12	-12&-10	-27%	-2%
CCCOC(=O)Nc1ccc([As](=O)(O)O)cc1NC(=O)OCCC	2%	7%	0.3	i	-19	5	2%	-14%
CC1(C)CC(=O)C2=C(C1)NC(=O)C21C(C(=O)OC(C)(C)C)=C(N)Oc2ccc(Br)cc21 (configuration not stated)	2%	-5%	-2.4	i	30	31*	8%	-29%
COC(=O)C1=C(c2ccc(OCc3ccccc3)cc2)C[C@@H]2CC[C@H]1N2C(=O)NCCCCc1ccccc1	.	23%	-1.7	i	?	-14	-1%	-17%
C[C@]12CC[C@H]3[C@@H](CCC4=CC(=O)CC[C@@]43O)[C@@H]1CCC2=O	-1%	-3%	0.7	i	7	1	-6%	-23%
Nc1cc2nc3ccccc3nc2cc1N	-4%	22%	-2.2	i	7	6	9%	-17%
CC(=O)NCC(=O)Nc1ccc(Br)cc1C(=O)c1ccccc1	-1%	11%	-0.6	i	-12	-7	-8%	i
Cc1cc(NC(=O)CCl)no1	2%	-3%	0.7	i	-23	5	5%	i

New compounds follow:
Structure	Mm-Cpn inhibitor	EPAC2 ag	CCT modulator	Akt phos inh	DRD3 antagonist	DRD3 agonist	EPAC2 antag	PTHR1 ag
CCC1(c2ccccc2)C(=O)NC(=S)NC1=O	.	0%	-3.0	i	0	7	15%	i
Nc1c(C(=O)NCCN2CCOCC2)c2nc3ccccc3nc2n1Cc1ccco1	-2%	8%	-0.5	i	-27	7	-1%	i
Cc1cc(=O)oc2cc(OCC(=O)N3CCN(C(C)c4ccccc4)CC3)c(Cl)cc12 (configuration not stated)	-2%	15%	1.1	i	14	0	0%	-4%
CCOC(=O)CNC(=O)N1Cc2cc(N3CCCCC3)ccc2-n2nncc2C1	.	2%	1.9	i	48	0	-2%	-13%
COc1ccc(Cl)cc1C(=O)C1CCCN(Cc2cnc(C)s2)C1 (configuration not stated)	1%	4%	1.9	i	-56*	-8	4%	-2%
CC(C)c1ccc(N2C(=O)NC(=O)/C(=C/C=C/c3ccco3)C2=O)cc1	-6%	-6%	0.9	i	?	3	-1%	-42%
O=c1[nH]c(O)c(N=Nc2ccc([N+](=O)[O-])cc2)c(=O)[nH]1	1%	2%	0.4	i	-23	-3	-14%	i
COc1cccc(C2(O)CCSCC2CN(C)C)c1 (configuration not stated)	-2%	-1%	0.9	i	-6	5	-4%	i
O=C(COC(=O)Cc1ccccc1)Nc1ccc(SC(F)F)cc1	0%	11%	-2.4	i	-7	-6	1%	-17%
COc1ccc(-c2cc(C(F)(F)F)n3nc(C(=O)N4CCC5(CC4)OCCO5)cc3n2)cc1OC	.	-5%	-2.4	i	32	5	-3%	i
Brc1ccc2c(c1)C(OC1CN3CCC1CC3)c1ccccc1CS2 (configuration not stated)	1%	6%	1.0	i	?	-23	12%	i
COC(=O)C1=C(c2cccc(OC)c2OC)C[C@@H]2CC[C@H]1N2C(=O)N1CCC(C)CC1	.	3%	0.4	i	7	8	-10%	i
COc1ccc(C(=O)C2CCCN(Cc3ccsc3)C2)cc1OC (configuration not stated)	0%	6%	-2.9	i	?	-13	10%	i
C=Cn1ccnc1P(=S)(c1cc(N(CC)CC)ns1)c1nccn1C=C	0%	-5%	1.1	i	-12	-5	-14%	i
CCOP(=S)(OCC)SCOC(=O)NCC(=O)OC	0%	-1%	-2.9	i	10	3	1%	i
COc1ccc(C(=O)OC2CC3CCC(C2)[N+]3(C)[O-])cc1OC (configuration not stated)	1%	-1%	1.3	i	11	15	4%	-21%
CC1=C(C/C(C)=C/c2ccccc2)/C(=C/CO)[C@@H]2OC(=O)O[C@]2(C)C12CC2	.	8%	-1.0	i	2	1	?	-7%
O=S(=O)(c1ccc(F)cc1)N1CCCC1c1cccnc1 (configuration not stated)	0%	12%	-1.8	i	-12	5	1%	i
CCC(=Nc1cccc(C(F)(F)F)c1)c1c(O)n(C)c(=O)n(C)c1=O	1%	0%	-2.7	i	3	-7	3%	-8%
CN1OCC2Cn3c(nc4ccccc43)C21 (configuration not stated)	1%	4%	-1.2	i	-7	-7	9%	i

Further entries
Structure	Mm-Cpn inhibitor	EPAC2 ag	CCT modulator	Akt phos inh	DRD3 antagonist	DRD3 agonist	EPAC2 antag	PTHR1 ag
Cc1nc2ccccc2c(=O)n1-c1ccc(C(=O)O)cc1	4%	-7%	-0.3	i	1	3	-14%	i
CCc1cccc2c(C#N)cn(CC(=O)N3CCOCC3)c12	-1%	4%	-0.1	i	-22	-9	14%	i
CN(C)C(=O)Oc1ccc(OC(=O)c2ccccc2)cc1	0%	1%	-1.3	i	10	1	5%	-16%
COc1ccc(CNCCc2c[nH]c3ccccc23)cc1OC	0%	-1%	2.6	i	-13	-18	1%	-4%
